Nrf2 ARE act – Nrf2 pathway activation | AREc32 ARE-luciferase reporter (MCF7-derived line), luminescence, 24 h | Potency, µM (titrated, usually from 46.1 µM), for inactives: at the top dose activation, usual class: activators | 0.31% of 410,000 active | AID 624171; note: potency is the fitted concentration of half-maximal effect; % of control where 0% means no effect; nearly all actives have a fitted effect of over 65% in size
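AREc32 cells carrying an ARE-driven firefly luciferase reporter were seeded at 1000 cells/well in OPTI-MEM with 5% FBS, then exposed to compound for 24 hr at 37 deg C. Luminescence was read with Steady-Glo after 30 min at RT.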
EPAC2 agonist – EPAC2 (human) agonism. 0.079% of 360,000 active. Q8WZA2. Potency, µM (titrated, usually from 154 µM), for inactives: at the highest dose activation, actives largely listed as activators. AID 720711. EPAC2 activation, biochemical qHTS; response scale: 100% = 6.5 mM cAMP response; note: potency is the fitted concentration of half-maximal effect; nearly all actives have a fitted effect of over 50% in size
Target sequence (Q8WZA2 whole entry, looked up): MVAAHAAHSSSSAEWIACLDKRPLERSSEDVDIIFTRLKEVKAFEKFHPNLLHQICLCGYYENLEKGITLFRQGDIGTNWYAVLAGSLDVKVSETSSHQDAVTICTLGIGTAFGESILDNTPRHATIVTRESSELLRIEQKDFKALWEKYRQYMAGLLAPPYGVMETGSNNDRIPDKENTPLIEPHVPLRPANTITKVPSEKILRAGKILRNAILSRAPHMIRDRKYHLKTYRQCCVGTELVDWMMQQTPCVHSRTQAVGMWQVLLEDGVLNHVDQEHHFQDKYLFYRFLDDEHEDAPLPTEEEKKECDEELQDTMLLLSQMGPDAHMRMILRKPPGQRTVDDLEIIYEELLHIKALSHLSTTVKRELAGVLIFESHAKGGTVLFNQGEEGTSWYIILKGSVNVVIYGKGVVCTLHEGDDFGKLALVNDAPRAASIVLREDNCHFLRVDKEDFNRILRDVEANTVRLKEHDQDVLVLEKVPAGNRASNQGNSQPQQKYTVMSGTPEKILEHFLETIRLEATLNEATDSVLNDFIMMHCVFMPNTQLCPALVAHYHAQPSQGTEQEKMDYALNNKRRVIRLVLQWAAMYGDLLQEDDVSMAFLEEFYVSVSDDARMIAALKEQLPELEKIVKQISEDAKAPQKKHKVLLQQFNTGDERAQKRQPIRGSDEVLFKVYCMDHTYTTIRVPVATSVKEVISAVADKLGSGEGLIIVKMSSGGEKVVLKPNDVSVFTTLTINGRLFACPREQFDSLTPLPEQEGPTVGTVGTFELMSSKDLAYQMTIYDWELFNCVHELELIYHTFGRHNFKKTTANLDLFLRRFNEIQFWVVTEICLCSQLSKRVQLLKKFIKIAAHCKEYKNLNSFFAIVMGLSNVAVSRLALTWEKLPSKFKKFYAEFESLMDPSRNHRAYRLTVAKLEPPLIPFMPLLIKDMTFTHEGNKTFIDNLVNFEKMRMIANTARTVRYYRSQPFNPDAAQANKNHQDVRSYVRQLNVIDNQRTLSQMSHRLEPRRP
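qHTS, titration series. 100 nM EPAC2 / 250 nM Rap1B-BODIPY-GDP / 50 uM GDP; RT; ex 480/em 540 nm, 5-min reads to 30 min. Norm. to 6.5 mM cAMP = activation.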
IL2 activator – activators of IL-2 | IL-2 activation reporter assay, cell-based qHTS; stimulated with anti-CD3/CD4/CD28 beads; in transgenic mouse T cells | activation, % (series mostly up to about 46 µM) | 0.065% of 360,000 active | AID 652025; in the data active = activation above about 50%; inconclusive = mostly about 30% to 49%; note: 0% is about no effect
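Unstimulated transgenic mouse T cells preincubated 60 min with compound, then stimulated with anti-CD3/anti-CD4-coated beads plus anti-CD28 for 18 h at 37 degrees C. IL-2 response read as EGFP and DsRed fluorescence by plate cytometry.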
A549 tox – counter-screen for Nrf2 inhibitors: cytotoxicity in A549 cells; A549 ARE-Fluc cells, CellTiter-Fluor viability, 18-24 h; Potency, µM (titrated, usually from 46 µM), for the others: at the highest dose activity change, negative = cytotoxicity, most hits filed as inhibitors; 0.16% of 390,000 active; note: potency is the fitted concentration of half-maximal effect; % is set by controls: 0 for no effect and ±100 for the full control effect
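Cytotoxicity counterscreen: CellTiter-Fluor fluorescence was measured in A549 ARE_Fluc cells after 18-24 h of compound exposure in a concentration series. The subsequent BugLite luminescent read reports ARE-luciferase activity.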
HepG2 tox – kills HepG2 cells in TGF-b inhibitor counter-screen | 0.76% of 410,000 active | HepG2 CAGA-GFP viability, ATP luminescence, 18 h | Potency, µM (highest dose often 46.1 µM), for the others: top-dose activity change, negative = cytotoxicity, most hits filed as cytotoxic; note: potency is the fitted concentration of half-maximal effect; some results filed as inactive show a strong effect at the top dose
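CellTiter-Glo luminescence gave cytotoxicity after 18 hours at 37 degrees C. The cells were HepG2 CAGA-GFP in 1% FBS DMEM, stimulated with 500 pg/mL TGF-beta after compound addition. %Activity was normalised to no-cell wells (complete cell-killing) and DMSO (no toxicity), and curves were fitted and classified.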
ATXN2 expr inh – inhibitors of ATXN2 expression | 0.72% of 360,000 active | HEK-293 ATXN2-luciferase reporter, luminescence, 24 h | Potency, µM (doses to about 57 µM), inactives show at the highest dose activity change, negative = inhibition, usual class: inhibitors; note: potency is the fitted concentration of half-maximal effect; % is set by controls: 0 for no effect and ±100 for the full control effect; nearly all actives have a fitted effect of over 55% in size
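qHTS (up to 57 uM final) was run with 24 h compound exposure of reporter cells at 37 °C. Each well was multiplexed: SteadyGlo luminescence measured ATXN2-luciferase expression after a fluorogenic Gly-Phe-AFC viability readout (25 uM final).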
S2 tox – reduces viability in counter-screen for ATXN expression inhibitors; S2 cells (HEK-293 line with an ATXN2-luciferase reporter) viability, CellTiter-Fluor protease fluorescence, 24 h; Potency, µM (top dose mostly 56.7 µM), usual class: cytotoxic; 0.49% of 400,000 active; note: potency is the fitted concentration of half-maximal effect; nearly all actives have a fitted effect of over 40% in size
Nrf2 block – blocks Nrf2 signaling. A549 ARE-Fluc reporter, luciferase luminescence, 18-24 h. 2.1% of 360,000 active. Potency, µM (doses to about 46 µM), inactives show top-dose activity change, negative = inhibition, actives largely listed as inhibitors; note: potency is the fitted concentration of half-maximal effect; % is set by controls: 0 for no effect and ±100 for the full control effect; nearly all actives have a fitted effect of over 60% in size
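A549 ARE_Fluc cells, 5000/well, 5% FBS OPTI-MEM; compounds in dose-response, 18-24 h at 37 °C/5% CO2; CellTiter-Fluor viability read (Ex 405/Em 525), then BugLite luciferase luminescence = Nrf2 activity.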
TGFb SMAD3 inh – inhibitors of TGF-b signaling; HepG2 CAGA-GFP TGF-b/SMAD3 reporter, GFP fluorescence, 18 h; TGF-beta stimulated, 500 pg/mL final; Potency, µM (titrated, usually from 46.1 µM), inactives show at the highest dose activity, negative = inhibition, actives largely listed as inhibitors; 1.2% of 410,000 active; AID 588855; note: potency is the fitted concentration of half-maximal effect; % is set by controls: 0 for no effect and ±100 for the full control effect; nearly all actives have a fitted effect of over 65% in size
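Inhibition was scored as loss of TGF-beta-induced (500 pg/mL final, 18 hours, 37 degrees C) GFP in HEPG2 cells carrying a CAGA-GFP reporter, in DMEM with 1% FBS. Well GFP was summed per cell; Activity was normalised to unstimulated and stimulated DMSO wells, then concentration-response fitting.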
* = called active by the depositor; i = inactive; ? = inconclusive; . = not tested or not shown; [ ] = dose if it differs, or a comment. Unless noted, calls come from the whole dose curve; as a rule, active = well fitted curve in the direction sought with a large enough effect; inconclusive = small, poorly fitted or top-dose-only effect, or another doubt; inactive = no such curve, though single readings can be large; an effect the other way counts as inactive or inconclusive. An unsorted share of the library (roughly 4.3% active in at least one column).

SMILES	Nrf2 ARE act	EPAC2 agonist	IL2 activator	A549 tox	HepG2 tox	ATXN2 expr inh	S2 tox	Nrf2 block	TGFb SMAD3 inh
COC(=O)c1ccc(OCC2c3cc(OC)c(OC)cc3CCN2C(=O)Cc2ccc(OC)cc2)cc1 (stereo not given)	6.2%	.	.	-4%	-19%	-3%	i	.	1%
CCn1c(SC)nc2cc(S(=O)(=O)N3CCCCC3)ccc21	2.2%	-4%	-0.4	1%	-25%	-9%	i	-25%	-1%
COc1ccc(OC)c(NC(=O)c2cc(CN3CCCC3)on2)c1	5.0%	.	.	3%	-17%	3%	i	-8%	-25%
O=C(COC(=O)/C=C/c1ccccc1[N+](=O)[O-])NC1CCS(=O)(=O)C1 (stereo not given)	?	1%	-0.9	5%	7%	1%	i	-20%	-15%
CN(C(=O)C1CCN(S(=O)(=O)c2cccc3nonc23)CC1)C1CCCCC1	0.0%	4%	-1.6	8%	-12%	2%	i	?	3%
Cc1cccc(NC(=O)CNC(=O)Cc2ccc3c(c2)OCCO3)c1C	0.7%	3%	0.0	2%	-17%	.	i	7%	-5%
Cc1c(OCC(=O)N2CCC(C(=O)O)CC2)ccc2c3c(c(=O)oc12)CCCC3	-1.1%	6%	-0.1	2%	-3%	5%	i	-2%	19%
CC1(c2ccc([N+](=O)[O-])cc2)NC(=O)N(CC(=O)Nc2cccnc2Cl)C1=O (stereo not given)	2.8%	-9%	-0.9	9%	-17%	3%	i	-7%	1%
Cc1cc(OC(C)C(=O)NNC(=O)Nc2ccc(F)cc2F)cc(C)c1Cl (stereo not given)	2.8%	-10%	-0.7	-8%	-31%	9%	i	-8%	16µM*
CC(CCc1ccccc1)NC(=O)[C@@H]1Cc2ccccc2CN1 (stereo not given in full)	-0.8%	9%	-0.1	8%	0%	.	i	-11%	-6%
COc1cccc(NC(=O)C(C)SCc2ccccc2)c1 (stereo not given)	3.2%	3%	-0.6	-1%	-6%	18%	?	28%	-3%
CC(C)NC(=O)N(C)C[C@H]1Oc2c(NC(=O)Nc3ccc(C(F)(F)F)cc3)cccc2C(=O)N([C@H](C)CO)C[C@@H]1C	11%	-12%	0.8	?	-26%	-8%	?	?	?
COC(=O)C1CN(C(=O)COc2ccc(Cl)cc2Cl)c2ccccc2O1 (stereo not given)	-0.3%	17%	-0.1	-7%	-41%	-5%	i	-13%	?
CC(=O)Nc1ccccc1N(C)S(=O)(=O)c1ccc(C)cc1	0.3%	2%	-2.4	-17%	-1%	-19%	i	-12%	-13%
Cc1ccc(Cl)cc1NC(=O)CCN1C(=O)C2C3CCC(C3)C2C1=O (stereo not given)	-0.4%	11%	1.0	-2%	-3%	.	i	-1%	-11%
COc1ccc(OC)c(/C=N/NC(=O)C(=O)N2CCCC2)c1	0.4%	0%	1.2	0%	-22%	10%	i	?	9%
O=C(CNc1ccc(Br)cc1)NNC1=NCCC1	0.0%	-6%	2.4	0%	-14%	0%	?	14%	0%
O=C(Nc1c2c(nn1-c1ccccc1)CS(=O)(=O)C2)C1CC1	-1.5%	9%	-0.1	.	-49%	.	?	.	1%
O=[N+]([O-])c1ccccc1CNCCO	1.1%	-4%	0.8	-2%	-3%	10%	i	-16%	3%
CC(=O)Nc1c2c(nn1-c1ccccc1)CSC2	-0.7%	11%	-0.4	0%	38%	.	i	-2%	32%[activator]
Cc1ccc(SCCCn2cnc3ccccc3c2=O)cc1	2.5%	19%	-2.9	3%	-49%	10%	i	?	-21%
CCOC(=O)Cn1c(=O)n(C2CCCCC2)c2nc(-c3ccc(C(C)C)cc3)nc(C(N)=O)c21	-1.2%	.	.	5%	4%	5%	i	.	?
Cc1cccc(C)c1N1C(=O)[C@@H]2C(c3ccccc3Cl)=NO[C@@H]2C1=O	-0.5%	5%	-0.2	6%	-6%	7%	i	-20%	7%
Cc1cccc(/N=C/c2c(O)n(Cc3ccc4c(c3)OCO4)c(=O)c3ccccc23)n1	-0.8%	6%	1.9	0%	9%	-1%	i	2%	8%
Cc1nc(C(F)(F)F)ccc1C(=O)Nc1ccc(C(F)(F)F)cn1	-0.6%	6%	-0.5	5%	5%	0%	i	33%	-4%
COc1cccc(C(=O)C2CCCN(Cc3cccn3-c3cccnc3)C2)c1 (stereo not given)	-0.1%	4%	-0.3	-9%	-18%	-22%	i	-24%	-11%
CSc1cccc(NC(=O)CN2C(=O)COc3ccc(S(=O)(=O)N4CCOCC4)cc32)c1	0.3%	9%	0.6	-3%	-24%	.	?	-5%	-5%
C[C@H](CO)N1C[C@H](C)[C@@H](CN(C)C(=O)Nc2ccc3c(c2)OCO3)Oc2c(NC(=O)Nc3ccc4c(c3)OCO4)cccc2C1=O	0.4%	0%	-1.7	-6%	-1%	10%	i	0%	?
O=C(O)c1cc(-c2ccccc2)c(N2CCOCC2)s1	0.3%	6%	1.0	8%	3%	-5%	i	23%	9%
OC1(C#Cc2c(-c3ccsc3)oc3ccc(N4CCOCC4)cc23)CCCCC1	15%	9%	0.7	-7%	-21%	-29%	?	-15%	?

2 entries from above in another layout.
structure,Nrf2 ARE act,EPAC2 agonist,IL2 activator,A549 tox,HepG2 tox,ATXN2 expr inh,S2 tox,Nrf2 block,TGFb SMAD3 inh
O=C(Nc1c2c(nn1-c1ccccc1)CS(=O)(=O)C2)C1CC1,-1.5%,9%,-0.1,.,-49%,.,?,.,1%
O=[N+]([O-])c1ccccc1CNCCO,1.1%,-4%,0.8,-2%,-3%,10%,i,-16%,3%

The list continues.
SMILES	Nrf2 ARE act	EPAC2 agonist	IL2 activator	A549 tox	HepG2 tox	ATXN2 expr inh	S2 tox	Nrf2 block	TGFb SMAD3 inh
CCOC(=O)c1ccc(CN(Cc2ccc(F)cc2)S(=O)(=O)c2ccc(F)c(C(=O)Nc3c(C)cccc3C)c2)cc1	0.4%	.	.	-1%	2%	.	.	.	4%
CCN(C(=O)CSc1nnc(NCCOC)s1)c1c(N)n(Cc2ccccc2)c(=O)[nH]c1=O	0.2%	4%	0.3	6%	7%	4%	i	-12%	6%
C=CCc1cc(Cl)ccc1OCCCNCCO	-0.7%	7%	-4.1	11%	-30%	.	i	?	-15%
CC(C)CN1CCN(Cc2ccc3ncccc3c2)CC1CCO (stereo not given)	0.0%	-3%	2.8	16%	3%	-6%	i	19%	6%
O=C(NCc1cccnc1)c1ccc(NS(=O)(=O)c2ccccc2)cc1	0.3%	-5%	-0.2	-7%	10%	4%	i	-15%	-27%
Cc1ccc2[nH]c(C)c(CC(=O)NCc3ccccc3)c2c1	0.2%	4%	-2.9	2%	-1%	-10%	i	-7%	-2%
O=C(Nc1ccnc(-c2ccncc2)n1)C1CC1	0.3%	7%	0.6	-8%	17%	-5%[11.3 µM]	i	-22%	11%
Cc1ccc(Cl)c(OCC(=O)Nc2ccccc2C(=O)NC2CC2)c1	-0.1%	0%	-1.7	10%	-3%	-17%	i	-2%	-3%
CCCn1c2c(c(O)c(C(=O)Nc3ccccc3)c1=O)CCCC2	4.7%	11%	-3.0	20%	-7%	8%	i	6%	-15%
O=C(N/N=C/c1ccncc1)/C(=C/c1ccccc1)NC(=O)c1ccccc1	0.4%	0%	-2.0	-3%[1.84 µM]	-3%	2%	?	?	2%
COc1ccccc1NC(=O)c1cc2c(C)nn(-c3ccccc3)c2s1	7.2%	.	.	14%	-3%	-16%	i	?	9%
COCCNC(=O)c1onc(CSc2cccc(OC)c2)c1C(=O)O	-0.4%	2%	4.3	-2%	-1%	7%	i	2%	-14%
O=S(=O)(c1ccccc1S(=O)(=O)N1CCCCC1)N1CCCCC1	-0.6%	5%	-2.0	?	-65%	12%	i	.	13%
COc1ccc(-c2coc3cc4oc(=O)cc(C)c4cc23)cc1F	0.1%	-14%	2.8	-18%	-1%	?	?	?	6%

An excerpt of these results, bar-delimited.
canonical_smiles | Nrf2 ARE act | EPAC2 agonist | IL2 activator | A549 tox | HepG2 tox | ATXN2 expr inh | S2 tox | Nrf2 block | TGFb SMAD3 inh
CC(C)CN1CCN(Cc2ccc3ncccc3c2)CC1CCO (stereo not given) | 0.0% | -3% | 2.8 | 16% | 3% | -6% | i | 19% | 6%
O=C(NCc1cccnc1)c1ccc(NS(=O)(=O)c2ccccc2)cc1 | 0.3% | -5% | -0.2 | -7% | 10% | 4% | i | -15% | -27%
Cc1ccc2[nH]c(C)c(CC(=O)NCc3ccccc3)c2c1 | 0.2% | 4% | -2.9 | 2% | -1% | -10% | i | -7% | -2%
O=C(Nc1ccnc(-c2ccncc2)n1)C1CC1 | 0.3% | 7% | 0.6 | -8% | 17% | -5%[11.3 µM] | i | -22% | 11%
Cc1ccc(Cl)c(OCC(=O)Nc2ccccc2C(=O)NC2CC2)c1 | -0.1% | 0% | -1.7 | 10% | -3% | -17% | i | -2% | -3%
CCCn1c2c(c(O)c(C(=O)Nc3ccccc3)c1=O)CCCC2 | 4.7% | 11% | -3.0 | 20% | -7% | 8% | i | 6% | -15%
O=C(N/N=C/c1ccncc1)/C(=C/c1ccccc1)NC(=O)c1ccccc1 | 0.4% | 0% | -2.0 | -3%[1.84 µM] | -3% | 2% | ? | ? | 2%
COc1ccccc1NC(=O)c1cc2c(C)nn(-c3ccccc3)c2s1 | 7.2% | . | . | 14% | -3% | -16% | i | ? | 9%
COCCNC(=O)c1onc(CSc2cccc(OC)c2)c1C(=O)O | -0.4% | 2% | 4.3 | -2% | -1% | 7% | i | 2% | -14%
O=S(=O)(c1ccccc1S(=O)(=O)N1CCCCC1)N1CCCCC1 | -0.6% | 5% | -2.0 | ? | -65% | 12% | i | . | 13%
COc1ccc(-c2coc3cc4oc(=O)cc(C)c4cc23)cc1F | 0.1% | -14% | 2.8 | -18% | -1% | ? | ? | ? | 6%
